KCNK3 inh – human KCNK3 channel inhibition, primary screen; O14649; CHO-KCNK3 thallium flux, FluxOR fluorescence; hits give low values; B-score at 10 µM; 340,000 compounds, 0.84% hits; AID 602410;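 active = B-score under library mean minus 4 SD, starting fluorescence ratio at most library mean plus 5 SD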;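 also: more negative B-score means stronger inhibition of thallium flux through KCNK3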
Target sequence (O14649 whole entry, looked up): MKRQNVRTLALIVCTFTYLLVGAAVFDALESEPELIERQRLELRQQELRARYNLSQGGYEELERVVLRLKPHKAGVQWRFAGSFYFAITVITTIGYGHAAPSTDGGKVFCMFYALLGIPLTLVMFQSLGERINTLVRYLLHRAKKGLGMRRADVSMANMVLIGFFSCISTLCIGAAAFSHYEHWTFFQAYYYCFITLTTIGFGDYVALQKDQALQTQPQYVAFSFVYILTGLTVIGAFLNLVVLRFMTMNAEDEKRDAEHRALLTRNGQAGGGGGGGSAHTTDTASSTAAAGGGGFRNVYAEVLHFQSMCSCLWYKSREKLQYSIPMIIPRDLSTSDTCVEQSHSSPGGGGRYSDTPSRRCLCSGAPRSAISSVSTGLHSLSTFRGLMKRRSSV
Dyrk1A ADPGlo – Dyrk1A (rat) kinase inhibition; Q63470; ADP-Glo luminescence, NFATc1 peptide; inhibition, % at 12.5 µM; 310,000 compounds, 0.43% hits; in the data active = inhibition above about 50%;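 also: plate controls were vehicle with enzyme for no effect and no enzyme for full effect; many of its hits are not listed in these tables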
* marks the source's active call; other numbers are inactive results; i = inactive. Not all compounds are listed (hit frequency here may not be typical).

KCNK3 inh	Dyrk1A ADPGlo	Compound
i	50*	COc1cc(O)c2c(=O)c3c(O)c(O)ccc3oc2c1OC
i	0	COc1ccc(C(CNC(=O)c2cccc(S(=O)(=O)Nc3ccc(F)cc3)c2)N(C)C)cc1 (configuration not stated)
i	2	CCCCCn1c(=O)[nH]c2cc(C(=O)N3CCN(c4ccc(F)cc4)CC3)ccc2c1=O
i	0	NC(=O)C1CCN(C(=O)c2cccc(S(=O)(=O)N3CCCC3)c2)CC1
i	3	O=C1C=CC(=O)N1c1ccc2ccccc2c1
i	3	COc1ccc(NC(=O)CNC(=O)CC23CC4CC(CC(C4)C2)C3)c(OC)c1
i	1	O=C(NNC(=O)c1cccc2ccccc12)c1ccc(Cl)cc1Cl
i	3	CCC1CCCCN1CC(=O)Nc1cc(OC)c(OC)cc1C#N (configuration not stated)
i	-4	COc1ccc(N(C)S(=O)(=O)c2cccc(C(=O)N3CCN(c4ccccc4)CC3)c2)cc1
i	1	CC1(c2ccccc2)NC(=O)N(CC(=O)Nc2ccc(S(=O)(=O)NC3=NCCCCC3)cc2)C1=O (configuration not stated)
i	-4	CC(Sc1ccc(S(=O)(=O)N2CCCCCC2)cn1)C(N)=O (configuration not stated)
i	-7	COc1ccc(CCNC(=O)Cc2ccc(NS(=O)(=O)c3ccc(F)cc3)cc2)cc1OC
i	-3	O=S(=O)(O)c1ccc(Cl)c(Cl)c1
i	7	COc1ccc(C(=O)Nc2ccccc2-c2nnn(CC(N)=O)n2)cc1
i	0	O=C(COCc1ccccc1)N[C@@H]1c2ccccc2CC[C@H]1OCc1ccccc1
i	1	COc1ccc(C(=O)OCC(=O)c2ccc(S(=O)(=O)N3CCCCC3)cc2)c(OC)c1
i	4	COC(=O)c1cc2c(n1S(=O)(=O)c1ccc(C)cc1)C(=O)C(=O)c1[nH]cc(C(=O)OCc3ccccc3)c1-2
i	-2	Cc1cccc(NC(=O)CN2CCN(C(=O)CN3C(=O)NC4(CC(C)CC(C)(C)C4)C3=O)CC2)c1C (configuration not stated)
i	2	O=C1c2cc(Br)ccc2OC2C=CC=CC12 (configuration not stated)
i	5	COc1cccc2c(=O)c(C(=O)NCCc3ccccc3)c[nH]c12
i	-2	O=S(=O)(c1ccc(F)cc1)N1CCN(CC(O)COCc2ccccc2)CC1 (configuration not stated)
i	-1	Cc1c(C(N)=O)cc([N+](=O)[O-])cc1[N+](=O)[O-]
i	3	CCOC(=O)CCN(C(=S)Nc1ccccc1)C1CCCCC1
i	2	Cn1c(=O)c2c(c3ccccc31)OC(=O)CC2c1cccnc1 (configuration not stated)
i	-2	C[C@H](CO)N1C[C@H](C)[C@@H](CN(C)C)Oc2c(NC(=O)Cc3ccccc3)cccc2C1=O
i	-5	Cc1cccc(C)c1NC(=O)COC(=O)CNC(=O)C1CCCCC1
i	-4	CCC(Oc1ccccc1)C(=O)N(CC)CC(=O)NCc1ccc(F)cc1 (configuration not stated)
i	4	Cc1noc(NS(=O)(=O)c2ccc(NC(=O)c3cc(S(=O)(=O)N(C)c4ccccc4)ccc3Cl)cc2)c1C
i	3	Nc1nc(=O)n(C2CC(O)C(CO)O2)cc1F (configuration not stated)
i	-2	Cc1cccc(C)c1OCC(N)C(C)C (configuration not stated)

The list goes on, overlapping the part above by three compounds.
KCNK3 inh	Dyrk1A ADPGlo	Compound
i	4	Cc1noc(NS(=O)(=O)c2ccc(NC(=O)c3cc(S(=O)(=O)N(C)c4ccccc4)ccc3Cl)cc2)c1C
i	3	Nc1nc(=O)n(C2CC(O)C(CO)O2)cc1F (configuration not stated)
i	-2	Cc1cccc(C)c1OCC(N)C(C)C (configuration not stated)
i	-4	COC(=O)[C@@]1(C)[C@H]2C(=O)N(Cc3ccccc3)C(=O)[C@H]2[C@H]2CN=C(SCc3ccc(C#N)cc3)N21
i	-2	O=C(NC(C(=O)c1ccccc1)c1ccccc1)c1ccccc1 (configuration not stated)
i	1	C/C(Sc1nnc(Cc2ccccc2)o1)=C(\O)c1ccccc1
i	4	Oc1ccccc1CC=NC1CCCCC1
i	4	CC[C@]12c3[nH]c4ccc(Cl)cc4c3CCN1C(=O)[C@@H](CC(=O)NCCCn1ccnc1)C[C@@H]2C(=O)N1CCN(C(=O)c2ccco2)CC1
i	-5	O=C1Nc2ccc(Br)cc2/C1=N\N=C\C1=C(N2CCOCC2)C(=C/c2ccccc2)/CC1
i	10	O=c1[nH][nH]c2cc([N+](=O)[O-])ccc12
i	6	COc1ccc(NS(=O)(=O)c2cc(C(=O)N(C)CCc3ccccn3)ccc2Cl)cc1
i	-4	CCCCOCCO
i	-1	CN(CCc1ccccc1)C(=O)c1cccc(NC(=O)Cc2cccc(NC(=O)C3CCCN(C(=O)C4CCC4)C3)c2)c1 (configuration not stated)
i	6	C=CC1=C(C(=O)O)N2C(=O)[C@@H](NC(=O)/C(=N\OCC(=O)O)c3csc(N)n3)[C@H]2SC1
i	7	COc1ccc(CCN(C)C(=O)CSc2nc3ccccc3c(=O)n2CC2CCCO2)cc1OC (configuration not stated)
i	2	CCOc1ccc(S(=O)(=O)N2CCN(C(=O)Cc3n[nH]c(=O)c4ccccc34)CC2)cc1
i	-4	COc1cc2c(cc1OC)C(c1cc(OC)c(OC)c(OC)c1)C1(O)C(=O)OCC1(O)C2 (configuration not stated)
i	1	O=c1c2ccccc2oc2c1oc1ccccc12
i	10	CCCCn1c(N)c(N(CCOC)C(=O)COC(=O)CNC(=O)c2ccc(Cl)c(Cl)c2)c(=O)[nH]c1=O
i	6	CCOc1cc(C(=O)N(CC)CC(=O)Nc2c(F)cccc2F)ccc1OCC(=O)N1CCOCC1
i	-2	CC[C@@]1(C(=O)OC)N[C@H](CN(C)C(=O)c2ccc(C)cc2)[C@@H]2C(=O)N(C)C(=O)[C@@H]21
i	-1	COc1ccc(Cl)cc1C=CC=Nc1ccc(S(N)(=O)=O)cc1
i	-2	CN(CCc1ccccn1)c1ccccc1
i	-3	CN(CC(=O)Nc1ccccc1Br)C(=O)c1cccc(S(=O)(=O)N2CCc3ccccc32)c1
i	3	CCOc1ccc(C(C)=O)cc1COC(=O)c1ccccc1C(=O)N(C)Cc1ccccc1
i	-2	Nc1nc(SCc2ccccc2)c2ncn(Cc3ccccc3)c2n1
i	-2	O=[N+]([O-])c1ccc(CS(=O)c2ccccc2)cc1 (configuration not stated)
i	1	O=C(O)CCN1C(=O)/C(=C/c2cn(-c3ccccc3)nc2-c2cccs2)SC1=S
i	-24	COc1ccccc1OCCNC(=O)CN1C(=O)NC2(CCCC2)C1=O
i	-5	CC(C)CNc1c(N)n(CC(C)C)c(=O)[nH]c1=O
i	32	Cc1cc2ncn(C3CC(O)C(CO)O3)c2cc1C (configuration not stated)
i	-5	CCOC(=O)C1C(C(=O)OC)=C(c2ccc(F)cc2)c2ccccc2N1S(=O)(=O)C(F)(F)F (configuration not stated)
i	0	CC1=CC(=O)Nc2ccccc2S1

Molecules listed so far that have fluorine, in the order listed:
KCNK3 inh	Dyrk1A ADPGlo	Compound
i	0	COc1ccc(C(CNC(=O)c2cccc(S(=O)(=O)Nc3ccc(F)cc3)c2)N(C)C)cc1 (configuration not stated)
i	2	CCCCCn1c(=O)[nH]c2cc(C(=O)N3CCN(c4ccc(F)cc4)CC3)ccc2c1=O
i	-7	COc1ccc(CCNC(=O)Cc2ccc(NS(=O)(=O)c3ccc(F)cc3)cc2)cc1OC
i	-2	O=S(=O)(c1ccc(F)cc1)N1CCN(CC(O)COCc2ccccc2)CC1 (configuration not stated)
i	-4	CCC(Oc1ccccc1)C(=O)N(CC)CC(=O)NCc1ccc(F)cc1 (configuration not stated)
i	3	Nc1nc(=O)n(C2CC(O)C(CO)O2)cc1F (configuration not stated)
i	6	CCOc1cc(C(=O)N(CC)CC(=O)Nc2c(F)cccc2F)ccc1OCC(=O)N1CCOCC1
i	-5	CCOC(=O)C1C(C(=O)OC)=C(c2ccc(F)cc2)c2ccccc2N1S(=O)(=O)C(F)(F)F (configuration not stated)

Looked up by compound from above, 2 records:
KCNK3 inh	Dyrk1A ADPGlo	Compound
i	-5	Cc1cccc(C)c1NC(=O)COC(=O)CNC(=O)C1CCCCC1
i	-1	COc1ccc(Cl)cc1C=CC=Nc1ccc(S(N)(=O)=O)cc1

New compounds follow.
KCNK3 inh	Dyrk1A ADPGlo	Compound
i	11	CCCn1cnc2c(SCc3ccc(Cl)cc3)nc(N)nc21
i	-1	O=[N+]([O-])c1ccc(C=NNC(=S)NN=Cc2ccc([N+](=O)[O-])cc2)cc1
i	-1	CCCNc1ncnc2c1cnn2C1CCCCO1 (configuration not stated)
i	2	OC(Cc1cccnc1)c1ccccc1 (configuration not stated)
i	0	CC1CC(C)(C)CC2(C1)NC(=O)N(CC(=O)N1CCN(S(=O)(=O)c3ccc(F)c(F)c3F)CC1)C2=O (configuration not stated)
i	1	COc1cc(NC(=O)SC2=NCCS2)cc(OC)c1
i	3	COc1cc(OC)c(OC)cc1/C=C/C(=O)OCC(=O)Nc1c(C)n(C)n(-c2ccccc2)c1=O
i	28	COC1=CC(=O)C(C2CC(=O)c3c(O)cc(O)cc3O2)=CC1=O (configuration not stated)
i	27	CCOC(=O)Cc1c[nH]c2ccc([N+](=O)[O-])cc12
i	0	CCOc1ccccc1C(=O)N[C@H](C(=O)OCC(=O)Nc1nnc(-c2ccccc2)o1)C(C)C
i	-5	O=S(=O)(CCS(=O)(=O)c1ccccc1)c1ccccc1
i	9	CCN(CC)CCOc1ccc(C=NNc2nc3c([nH]2)c(=O)n(C)c(=O)n3C)cc1
i	0	CC(C)c1ccc(S(=O)(=O)N2CCC(C(=O)NCc3ccco3)CC2)cc1
i	-3	Cc1cn(C2CCCCC2)c(=O)[nH]c1=O
i	4	Cc1cccc(NC(=O)Cc2nc(-c3c[nH]c(C(=O)N4CCCC4)c3)cs2)c1
i	2	Cc1ccc(-c2nnc(-c3ccc4ccccc4c3)o2)cc1
i	14	Nc1ccc2c(c1)-c1ccc(F)cc1C2=O
i	-2	CCCCn1c(N)c(N(CCOC)C(=O)CC(NC(=O)c2ccccc2Cl)c2ccccc2)c(=O)[nH]c1=O (configuration not stated)
i	4	Cc1ccc(S(=O)(=O)N2CCN(C3CCN(Cc4ccccc4)CC3)CC2)cc1
i	2	Nc1ccccc1/C=C/c1ccccc1N
i	0	CC(=O)Nc1ccc(NC(=O)COC(=O)c2ccc(S(=O)(=O)N(C)c3ccccc3)cc2)cc1
i	-12	Cc1c(/C(O)=C2\C(=O)C(=O)N(CCCN(C)C)C2c2ccco2)cnn1-c1ccccc1 (configuration not stated)
i	1	O=c1[nH]cnc2c1ccn2C1OC(CO)C(O)C1O (configuration not stated)
i	-2	O=C(Cc1ccc(NC(=O)C2CCN(C(=O)C3CC3)CC2)cc1)Nc1cccc(C(=O)N2CCCC2)c1
i	-10	CC(C)(C)CC(C)(C)N=C1Nc2cc(Cl)c(Cl)cc2NC12C[C@H]1CCC(=O)N3CC[C@@H](C2)[C@@H]13 (some centres not stated)
i	4	O=C(c1ccccc1)C(CN1CCCCC1)c1ccccc1 (configuration not stated)
i	12	O=C(COC(=O)Cn1[nH]c(=O)c2ccccc2c1=O)Nc1ncc(Cl)cc1Cl
i	5	O=C(NCC1COc2ccccc2O1)c1cccc(S(=O)(=O)N2CCN(c3ccccc3)CC2)c1 (configuration not stated)
i	-2	CN(C)S(=O)(=O)c1ccc(N2CCCC2)c(C(=O)Nc2ccccc2N2CCOCC2)c1
i	1	CC(C)C[C@@H](CN)NC(=O)c1nc[nH]c1C(=O)N[C@@H](C)C(=O)CNC[C@H](CC(C)C)NC(=O)c1nc[nH]c1C(=O)N[C@@H](CC(=O)O)C(=O)O

Dyrk1A ADPGlo: entries above that show a hit
KCNK3 inh	Dyrk1A ADPGlo	Compound
i	50*	COc1cc(O)c2c(=O)c3c(O)c(O)ccc3oc2c1OC

Later entries.
KCNK3 inh	Dyrk1A ADPGlo	Compound
i	0	CCOc1ccc(NC(=O)COC(=O)CCC(=O)c2cccs2)cc1
i	13	CCCC(NCC(=O)Nc1ccccc1C(=O)NC1CC1)c1ccccc1 (configuration not stated)
i	3	O=C(COC(=O)c1n[nH]c(=O)c2ccccc12)Nc1cccc(S(=O)(=O)N2CCOCC2)c1
i	27	Cc1c2cc[n+](CCN3CCCCC3)cc2c(C)c2c1[nH]c1ccc(O)cc12
i	9	COc1ccc(Cl)c(CNC[C@H]2O[C@@H](n3cnc(C(N)=O)n3)[C@H](O)[C@@H]2O)c1
i	7	COc1ccc(C(=O)Nc2ccc(Br)cc2F)cc1S(=O)(=O)N1CCCC1
i	15	CC1CCCCC1NC(=O)COC(=O)c1ccc([N+](=O)[O-])o1 (configuration not stated)
i	0	CCOC(=O)C1=CNS(=O)(=O)NC1c1cccc(O)c1 (configuration not stated)
i	0	CC(C)(C)CC(C)(C)n1nnnc1N
i	-2	O=C(C=Cc1cccs1)c1ccc(Cl)s1
i	7	CCC1(CC)CNC(=O)NC1
i	5	COc1ccc(NC(=O)CCNC(=O)c2ccc([N+](=O)[O-])cc2)cc1S(=O)(=O)N1CCOCC1
i	-5	CC(C)CC(CO)NS(=O)(=O)c1cccc(Cl)c1F (configuration not stated)
i	0	Cn1c(=S)c2[nH]c(SCc3cccnc3)nc2n(C)c1=O
i	-1	O=C(Cc1cccc(NC(=O)C2CCCN(C(=O)C3CCCC3)C2)c1)Nc1ccc(C(=O)N2CCCCC2)cc1 (configuration not stated)
i	7	O=C(O)c1ccc(Oc2nc3ccccc3s2)cc1
i	2	CC(=O)N1CCN(c2ccc(Oc3nc(-c4ccccc4)nc4ccccc34)cc2)CC1
i	0	CC1CCCCC12NC(=O)N(CC(=O)Nc1ccc(Cl)c(S(=O)(=O)N3CCOCC3)c1)C2=O (configuration not stated)
i	-5	COc1cc(OCc2ccccc2)c(OC)c(OCc2ccccc2)c1
